# UBC9 SUMO inh: inhibitors of in vitro SUMOylation cascade, primary screen, biochemical, HTRF, uHTS; SUMO-conjugating enzyme UBC9 (Homo sapiens), P63279; HTRF SUMOylation assay, SAE1/SAE2 + UBC9; inhibition, % at 35 µM; actives 0.36% (n = 290,000); AID 2006, 2009; in the data active means inhibition above about 50%, passing the limit was not always enough; further: strong numbers were not always called active
# Target sequence (P63279 whole entry, looked up): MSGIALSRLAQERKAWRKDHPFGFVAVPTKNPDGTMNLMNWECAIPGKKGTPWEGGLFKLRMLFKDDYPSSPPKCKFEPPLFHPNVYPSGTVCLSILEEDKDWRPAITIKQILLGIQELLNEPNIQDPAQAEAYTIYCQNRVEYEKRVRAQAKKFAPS
# HCV NS3 hel inh: inhibitors of HCV NS3 helicase, primary screen, biochemical, Cy5 molecular beacon fluorescence; actives 0.56% (n = 290,000); inhibition, % at 10.9 µM; AID 1800, 2009; NS3 helicase DNA unwinding;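 active means inhibition above the mean of all tested compounds plus 3 SD, set per campaign, cut at about 35% in these data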;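 further: 0% = DMSO wells and 100% = thioflavine S control wells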
#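 Assay system: hepatitis C virus NS3 helicase domain fragment enzyme. Also added: annealed dual-labelled DNA beacon duplex, ATP-started. Timing: 1 h reaction at 25 °C, ATP-initiated. Technique: Cy5 fluorescence at 0 and 60 min, beacon hairpin quenching. Evaluation: % inhibition of unwinding. Replication: one well per compound.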
# MEKK3 PB1 HTS: modulators of MEKK3-MEK5 PB1 binding, primary screen, biochemical, wildtype MEKK3, multiplex bead flow cytometry, Alexa488-MEK5 | Mitogen-activated protein kinase kinase kinase 3 (Homo sapiens), Q99759 | bead-based flow cytometry, Alexa488-MEK5 binding to MEKK3; actives lie on both sides; 0 = blocked by unlabeled MEK5, 100 = vehicle | binding response (% of control), % at 10 µM | actives 1.4% (n = 290,000) | AID 1529, 2009;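 active means binding response more than 3 SD above or below the average of its plate-row segment, actives on both sides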;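 further: Alexa488 bead fluorescence after subtracting the streptavidin-only scavenger bead signal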
# FID counter: compounds displacing fluorescent DNA intercalator, primary screen, artefact control for HCV NS3 helicase inhibitor project, biochemical, FID fluorescence; inhibition, % at 7.9 µM; DNA fluorescent intercalator displacement; actives 0.17% (n = 290,000); in the data active means inhibition above about 37%;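 further: 0% = vehicle and 100% = reference compound; higher means more ethidium bromide displaced from hairpin DNA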
# GalR3 antagonist: GalR3 antagonists in HEK293 cells, primary screen, cell-based, fluorescence readout. Galanin receptor type 3 (Homo sapiens), O60755. inhibition, % at 3 µM. actives 0.44% (n = 360,000). HEK293 GalR3-CNG cAMP membrane potential fluorescence; galR3 body fused to GalR1 C-terminus;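 active means inhibition above the screen-wide average plus 3 SD, cut at about 13% in these data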;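 further: forskolin and galanin both at EC90 stimulate the cells; cAMP rise reported by CNG channel membrane potential dye signal; 0% = forskolin plus galanin with DMSO and 100% = forskolin alone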
# Target sequence (O60755 1-299 limits assumed): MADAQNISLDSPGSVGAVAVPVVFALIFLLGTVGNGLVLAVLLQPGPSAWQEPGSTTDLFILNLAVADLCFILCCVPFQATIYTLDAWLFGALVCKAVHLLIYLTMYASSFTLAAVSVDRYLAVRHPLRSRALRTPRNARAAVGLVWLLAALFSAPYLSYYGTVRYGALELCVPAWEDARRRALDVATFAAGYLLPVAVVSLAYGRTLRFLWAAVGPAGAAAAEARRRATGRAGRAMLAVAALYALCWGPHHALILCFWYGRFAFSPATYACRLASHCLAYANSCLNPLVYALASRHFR
# CRFR2-BP ag: agonists of CRF-BP/CRF-R2 complex, primary screen, cell-based, HEK293, calcium dye fluorescence, uHTS. CRF-binding protein / CRF receptor 2 complex (human). calcium dye fluorescence (FLIPR); percent of saturating CRF peptide response. activation, % at 13.2 µM. actives 0.46% (n = 350,000). AID 588473, 2011;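 active means activation of at least 50%, plus an integration ratio under a set limit after plate pattern correction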;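 further: plate controls were neutral control wells without compound for no effect and CRF at EC100 for full effect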
# CRFBP-R2 block: antagonists of CRF-BP/CRF-R2 complex, primary screen, cell-based, HEK293, calcium dye fluorescence, uHTS; CRF-induced calcium fluorescence; inhibition, % at 11.8 µM; actives 0.59% (n = 350,000); AID 588475, 2011;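 active means inhibition of the ligand-induced calcium signal above about 50% at the single tested concentration, limit read from the data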
# MEKK2 mut-MEK5: MEK5 binding signal on mutant MEKK2 PB1, primary screen, biochemical, multiplex bead flow cytometry, Alexa488-MEK5; Alexa488-MEK5 binding to MEKK2 mutant; percent response, % at 10 µM; actives 0.35% (n = 290,000); in the data active means percent response above about 24%, passing the limit was not always enough; further: inactives centre near 1; some results filed as inactive read as strong as hits; reference of the scale not given here
# MEKK2wt PB1 HTS: modulators of MEK5 binding to wildtype MEKK2, primary screen, biochemical, multiplex bead flow cytometry, Alexa488-MEK5; Mitogen-activated protein kinase kinase kinase 2 (Homo sapiens), Q9Y2U5; Alexa488-MEK5 binding to MEKK2 WT; actives lie on both sides; binding response (% of control), % at 10 µM; actives 1.1% (n = 290,000); in the data active means binding response below about 67% or above about 130%
# Numbers without * were called inactive; x = no result given; [ ] = remark or other dose.
SMILES,UBC9 SUMO inh,HCV NS3 hel inh,MEKK3 PB1 HTS,FID counter,GalR3 antagonist,CRFR2-BP ag,CRFBP-R2 block,MEKK2 mut-MEK5,MEKK2wt PB1 HTS
CCc1ccc(NC(=O)C2CCN(c3c(N4CCCC4)c(=O)c3=O)CC2)cc1,5,-5,101,-29,0,0.0,-1,0,100
Cn1ccnc1C(O)c1ccco1 (stereo unspecified),7,1,113,-13,-3,6.7,-13,11,110
O=C(O)c1ccc(NS(=O)(=O)c2ccc3c(c2)C2C=CCC2C(c2ccccc2F)N3)cc1 (stereo unspecified),x,1,103,5,-4,5.7,4,1,99
O=C1CC(c2cccs2)Cc2nc(NC(=O)C3CC3)ncc21 (stereo unspecified),10,13,96,-1,-1,0.5,-12,-8,99
O=C(c1cccs1)N1CCN(C(=O)c2ccco2)c2ccccc2C1,22,8,103,-5,1,-1.7,13,4,102
O=c1c(-c2ccc(F)cc2)[n+]([O-])c2ccccc2n1OCc1ccccn1,2,1,102,-1,-2,-2.1,4,0,102
Cc1nnc(SCC(=O)NNC(=O)COc2ccc(Cl)cc2)n1C,3,-4,96,-11,0,-0.3,1,4,101
Cc1cc(C)n(-c2nc3ccccc3nc2Nc2ccc3[nH]c(=O)[nH]c3c2)n1,16,-2,62,-3,-3,1.9,-38,-11,67
O=C(NC1CC1)C1=C[C@@H](C2CC2)C[C@@H](OCc2ccc(CO)cc2)O1,25,x,101,x,-3,-1.1,-2,1,103
CCCOc1ccc(C(C)=O)cc1CC(C(=O)OCC)C(=O)OCC,-12,-3,105,-26,-3,0.4,-4,2,106
Cc1cc(OC(C)C(=O)N2CCN(c3ccc(F)cc3)CC2)c2c(C)c(C)c(=O)oc2c1 (stereo unspecified),8,2,104,-10,-8,-2.2,-16,2,103
CCN1CCN(c2nnc(-c3ccc(C)cc3)c3ccccc23)CC1,11,-8,102,-2,-11,-0.6,-1,4,105
COC(=O)c1ccccc1NC(=O)N1CCN(c2ccccc2)CC1,2,5,101,-29,-6,-0.8,9,1,100
CCOC(=O)C(=CNc1cccnc1Oc1ccc(C)c2c1CCC2)C(=O)OCC,-6,2,104,-2,-6,0.7,-5,-1,101
CC(=O)Nc1nnc(-c2ccco2)o1,10,-3,100,-1,-1,-1.3,2,-2,97
COc1ccc(C(=O)O/N=C/c2c(C(F)(F)F)nn(C)c2SCc2ccccc2Cl)cc1,-36,-2,98,1,3,0.9,1,-1,104
O=C(Nc1cccc([N+](=O)[O-])c1)c1ccc(CSc2ccccc2)cc1,-6,-2,101,7,-5,-0.8,15,1,108
COc1ccc(N=C2NC(=O)/C(=C/c3ccco3)S2)cc1,-8,25,98,-16,-7,-0.6,2,-7,91
Cc1nnc(N/N=C/c2ccc(Br)cc2)n1N,4,-4,99,0,-9,-0.2,9,1,100
CCC(=O)Nc1cc(-c2nn(C)c(=O)c3ccccc23)ccc1OC,18,-1,107,-13,-4,1.8,15,7,110
CC(=O)Oc1cc(C(C)C)c(OCCN(C)C)cc1C,32,-2,90,1,0,0.3,-20,4,98
CC(C)C(=O)N(Cc1ccc(F)cc1)Cc1nc2ccccc2c(=O)[nH]1,-2,-10,104,-22,-5,-1.2,2,1,100
Cc1ccc(NCC(=O)N/N=C/c2c[nH]c3ccccc23)cc1,3,-10,94,8,-6,-1.6,3,-3,96
CC(=O)c1cccc(CN2CCN(C3CCCCC3)C(CCO)C2)c1 (stereo unspecified),2,14,100,3,-4,3.2,7,-3,97
NS(=O)(=O)c1ccc(Nc2ccc([N+](=O)[O-])c3nonc23)cc1,-6,-1,93,4,-7,-0.7,10,-2,89
O=C(NCc1cccc(Cl)c1)C1CCN(S(=O)(=O)c2ccc(F)cc2)CC1,x,9,103,-30,0,-0.6,4,4,101
CC(Oc1ccccc1)C(=O)Nc1cccc(NC(=O)c2ccco2)c1 (stereo unspecified),20,13,108,-27,9,0.1,0,1,102
Cc1nnc2sc(SCc3ccc(Cl)cc3)nn2c1=O,-11,3,100,0,3,0.2,27,8,91
COCCNC(=O)C(C)OC(=O)c1nsc(Cl)c1Cl (stereo unspecified),5,4,92,8,1,0.3,2,-8,88
COC(=O)c1ccc(COC(=O)c2ccccc2OC)cc1,1,-11,99,-22,-3,2.2,7,-6,90
CC(=O)c1cccc(NC(=S)NC(=O)c2ccccc2Br)c1,7,-3,103,-8,-3,0.5,4,4,113
O=C(Nc1cccnc1)c1ccccc1-c1nc(-c2ccccc2F)no1,5,-10,99,-9,-6,0.3,-21,-1,102
Cc1ccc(NC(=O)c2cc(=O)[nH]c3ccccc23)cc1,-1,-4,107,-6,-9,-2.4,5,12,110
COc1ccc(S(=O)(=O)N(CCc2ccccc2)CC(N)=O)cc1,3,-6,90,-16,-5,-2.5,4,-3,95
CCOC(=O)N1CCC(NC(=O)CS(=O)(=O)Cc2nc(-c3ccccc3C)oc2C)CC1,2,-9,114,-36,x,-1.5,2,13,113
N#C[C@H]1C(O)C(O)c2ccccc2N1C(=O)c1ccccc1 (stereo partly specified),x,x,100,x,7,-1.3,-1,0,103
CC(C)CSc1nnc2c(n1)[nH]c1ccccc12,5,-1,97,1,-1,-0.3,1,2,100
CCS(=O)(=O)c1ccc2c(c1)N(S(C)(=O)=O)CC(C(=O)NCc1ccccc1OC)O2 (stereo unspecified),9,8,100,0,-3,-0.6,-5,2,105
C=CCSc1nc2ccccc2[nH]1,21,2,109,0,-1,0.0,45,9,107
CCOC(=O)c1c(C)n(C)c2c(C)cc(O)c(OC(C)=O)c12,6,-2,84,1,3,-0.5,7,-11,85
O=C(COc1ccc([N+](=O)[O-])cc1)N/N=C/c1ccccn1,5,4,97,-1,4,-1.0,21,-2,100
O=C1CCC(=O)N1OCCOc1ccc2c(c1)CCC2,24,-1,102,-5,0,-2.2,-1,-1,102
Cc1nonc1OCCNCc1c(C(=O)N(C)C)nc2ccc(Cl)cn12,6,8,111,-14,-5,1.0,26,-11,92
CCn1c(=O)c2cc(C(=O)N3CCN(C)CC3)sc2c2ccccc21,9,9,106,5,x,0.6,-43,11,110
COc1cccc(-c2cc(C(=O)N3C(C)CCCC3C)no2)c1 (stereo unspecified),-6,-1,102,-31,-6,-0.3,-47,7,103
Cc1ccc(N2C(=O)c3ccc(N)cc3C2=O)cc1C,16,-9,88,5,1,0.0,0,-4,90
CCS(=O)(=O)N1CCC(C(=O)NCCC2=CCCCC2)CC1,3,-3,73*[inhibitor],-3,0,0.1,-7,-6,79
CCNc1nc(SCC(=O)Nc2ccc(Cl)c(Cl)c2)nc(N2CCOCC2)n1,-22,-31,99,-28,-5,0.1,-11,-7,94
Cc1cc2c(ccc3c2no[n+]3[O-])nn1,11,-37,104,0,14*,1.2,-17,5,106
COC(=O)CCc1nc2cc(Cl)ccc2n(Cc2ccccc2)c1=O,5,0,98,-5,-3,0.4,-3,-4,97
COc1ccccc1NC(=O)c1ccc(NC(=O)COC(=O)C2CCCCC2)cc1,-11,-16,137*,-20,-2,-0.3,-4,1,112
Cc1cc(C)c(S(=O)(=O)N(C)CC(=O)NCc2cccnc2)c(C)c1,5,12,92,-18,-5,0.5,2,-10,84
COc1cc(/C=C(\C#N)C(=O)NCC2CCCO2)ccc1O (stereo unspecified),-12,-3,117,-6,-9,-0.5,0,0,104
Cc1ccccc1NC(=S)NN1CCN(C)CC1,-12,5,100,1,0,3.1,-3,4,101
CCN(CC)c1ccc(NC(=O)Cn2ncc3c(C)n(Cc4ccccc4F)c(C)c3c2=O)c(C)c1,16,8,102,1,-2,-1.7,14,-2,96
CC(=O)C1=C(C)Nc2ncnn2C1c1ccccc1 (stereo unspecified),-3,0,100,-6,5,-2.4,9,-5,103
COC(=O)CCCC1=CC2=C(c3ccccc3)C(=O)C(C)(OC(=O)C3CCCC3)C(=O)C2=CN1Cc1ccc(OC)cc1 (stereo unspecified),-2,x,112,x,-4,0.1,5,-2,109

# Some of the compounds tested; count on the stated rates, not on these rows.
